High-throughput results from PubChem.
RNase H inhibition – RNase H inhibition, HIV 1 Gag Pol polyprotein, FRET biochemical assay, screening (AID 372) | HIV-1 RT RNase H, FRET RNA/DNA substrate fluorescence; higher % means a stronger effect | 0.77% of 100,000 active | inhibition, % at 10 µM; hits with a dose series show IC50 in µM; in the data active = inhibition above about 50%
* hit, by the source's call. Not all compounds are listed; rates above refer to the full screens.

SMILES | RNase H inhibition
CC(C)(C)c1ccc(C(=O)NCc2ccco2)cc1 | 0%
OC(COc1ccc2ccccc2c1)CN1CCCC1 (stereo not given) | 13%
CC(C)N(Cc1ccccc1)C(=O)c1ccc(Br)cc1 | 15%
CC(C)Oc1ccc(/C=C(/NC(=O)c2ccc(Br)o2)C(=O)NCCC(=O)O)cc1 | 0%
O=C(Nc1c(F)c(F)c(F)c(F)c1F)c1cccc(F)c1 | 0%
COc1cc(/C=N\NC(=O)c2cc(C(C)(C)C)[nH]n2)cc(Cl)c1O | 0%
O=C(Nc1ccc(OCc2ccccc2)cc1)c1cccc2ccccc12 | 15%
O=C(Nc1ccc2nc(SCc3ccc(F)cc3)sc2c1)c1ccccc1C(=O)N1CCCC1 | 7%
CN1CCN(C(=O)/C(=C/c2ccc(Cl)cc2)NC(=O)c2ccccc2)CC1 | 7%
CCOC(=O)c1c(NC(=O)c2ccccc2C)sc(C(=O)Nc2ccccc2F)c1C | 25%
CCN(CC)CCOc1ccc(Cl)c2ccccc12 | 10%
COCCOC(=O)C1=C(C)NC2=C(C(=O)CCC2)C1c1ccsc1 (stereo not given) | 0%
CS(=O)(=O)N(CC(=O)NCc1ccncc1)c1ccc(Oc2ccccc2)cc1 | 9%
COc1cccc(-n2c(/C=C/c3c(C)[nH]c4ccccc34)nc3ccccc3c2=O)c1 | 15%
Cc1ccccc1N(CC(=O)Nc1ccc([N+](=O)[O-])cc1)S(C)(=O)=O | 40%
COC(=O)c1ccc(NC(=O)Cc2ccccc2)cc1 | 5%
CCOc1ccc(C2C(C#N)=C(C)NC3=C2C(=O)CC(c2ccc(Cl)cc2)C3)cc1OC (stereo not given) | 2%
Cc1ccc(N2C(=O)/C(=C\c3ccc4c(c3)OCO4)SC2=S)cc1 | 10%
CC1CCc2c(sc3nc(-c4ccco4)oc(=O)c23)C1 (stereo not given) | 29%
NC(=O)NN=C1c2cc(S(N)(=O)=O)ccc2-c2ccc(S(N)(=O)=O)cc21 | 12%
O=C(CSc1nc2ccccc2[nH]1)OCN1C(=O)c2ccccc2C1=O | 3%
CC1=C(C(=O)OCC(F)(F)F)C(c2ccc(Cl)c(Cl)c2)NC(=O)N1 (stereo not given) | 3%
CCC1C(=NO)C(CC)C(c2ccccc2)NC1c1ccccc1 (stereo not given) | 10%
O=c1[nH]c(=O)n(-c2ccccc2)c(O)c1/C=C1\C=Nc2ccccc21 | 6%
Nc1ccc2nn(-c3cccc(Cl)c3)nc2c1 | 3%

Continued:
SMILES | RNase H inhibition
CCOC(=O)c1ccc(N2C(=O)C3C(C2=O)C2(c4ccccc4)C(=O)C3(c3ccccc3)C(c3ccc(OC)cc3)=C2c2ccc(OC)cc2)cc1 (stereo not given) | 44%
O=C1NC(=S)S/C1=C\c1ccc(-c2ccccc2[N+](=O)[O-])o1 | 11%
CCCOc1ccc(C(=O)NC(=S)Nc2cccc(C(F)(F)F)c2)cc1 | 26%
O=C(O)C1CC(=O)N(Cc2ccc3c(c2)OCO3)C(=Nc2ccc(F)cc2)S1 (stereo not given) | 2%
COc1ccc(OC)c(Nc2nc(-c3cccnc3)cs2)c1 | 0%
COc1ccc(OC(=O)c2ccc(Br)c(S(=O)(=O)N3CCCCC3)c2)cc1 | 11%
O=C(NCc1ccc(F)cc1)C(=O)Nc1ccccc1F | 4%
Oc1ccccc1-c1cc(-c2ccccc2)n[nH]1 | 6%
COc1cc(/C=C2/C(=O)NN(c3ccccc3)C2=O)cc(Cl)c1O | 0%
COc1cccc(-c2nc3sc4c(c3c(=O)[nH]2)CCCC4)c1O | 7%
CCN(C(=O)c1cc2cc(OC)ccc2oc1=O)c1ccccc1 | 5%
CCOc1ccc2c(c1)C(=C1SC(C(=O)OC)=C(C(=O)OC)S1)C(=S)C(C)(C)N2C(=O)C1CC1 | 11%
COc1cccc(/C=C2/SC(=O)N(CN3CCCCC3)C2=O)c1 | 3%
O=c1oc2cc(OCc3c(F)cccc3Cl)ccc2c2ccccc12 | 4%
CCN(C(=O)c1c(-c2c(Cl)cccc2Cl)noc1C)c1ccccc1C | 0%
COc1ccc(Cc2noc(-c3ccccc3C)n2)cc1 | 3%
COc1cccc(C=Nc2ccc(C#N)cc2)c1O | 7%
CSc1ccn(-c2nc(-c3ccccc3)sc2-c2ccccc2)c(=O)n1 | 6%
CCCC(=O)Nc1ccc(NC(=O)c2ccc(C(C)(C)C)cc2)cc1 | 14%
Cc1ccc(N(CC(=O)Nc2ccc3ccccc3c2)S(=O)(=O)c2ccc(F)cc2)cc1 | 6%
COc1ccc(/C=C/C(=O)Nc2ccc(F)cc2)cc1OC | 2%
CC1=NN(C(=O)c2ccccc2)C(C)(O)C1 (stereo not given) | 0%
CC1=NN(c2ccc(Cl)c(Cl)c2)C(=O)/C1=C/c1ccc2c(c1)OCO2 | 1%
Cc1ccccc1NC(=O)C(=O)NCCCOC(C)C | 28%
O=C1NC(=S)N(c2ccc(Br)cc2)C(=O)/C1=C\c1ccc(-c2ccccc2[N+](=O)[O-])o1 | 18%

(continued)
SMILES | RNase H inhibition
CCn1c(/C=C/c2ccc([N+](=O)[O-])cc2)nc2ccccc2c1=O | 5%
Cc1cc(-c2ccc(F)cc2)nc2cc(C(N)=O)nn12 | 5%
O=C(CNC1CCCCC1)Nc1c2c(nc3ccccc13)CCC2 | 4%
CCCC1(CCC)NC(=S)N(c2ccc(Cl)cc2)N1 | 5%
COc1ccccc1/C=C1/SC(=S)N(CCC(=O)Nc2ccc(O)cc2)C1=O | 16%
COc1cccc(COc2ccc3c(c2)oc(=O)c2cc(OC)ccc23)c1 | 1%
O=C(NCc1ccc(Cl)cc1)c1cc(-c2ccccc2Cl)nc2ccccc12 | 7%
COc1ccc(OC)c(/C=C2/SC(=S)N(C)C2=O)c1 | 12%
OC1CCCN(Cc2ccc3ccc4cccc5ccc2c3c45)C1 (stereo not given) | 11%
CCCCCCCCCCCCCCCC[n+]1ccn(CC#N)c1 | 40%
O=C(NC1CCCCC1)c1ccc(C(=O)N(C2CCCCC2)C2CCCCC2)cc1 | 0%
O=S(=O)(NCCc1ccccc1)c1cc(Cl)ccc1Cl | 1%
O=C(c1ccccc1)c1ccc(N2CCN(C(=O)c3cccc(F)c3)CC2)c(F)c1 | 4%
Cc1c(NC(=O)c2ccc(F)cc2)cccc1-c1nc2cc(Cl)ccc2o1 | 22%
O=c1[nH]c(=O)n(-c2ccccc2)c(O)c1C=Nc1ccc(S(=O)(=O)Nc2ccc(Cl)cc2)cc1 | 23%
CCCC(=O)N(c1ccc(N(C(=O)CCC)S(=O)(=O)c2ccccc2)c(Cl)c1)S(=O)(=O)c1ccccc1 | 11%
CC(=O)N(C)c1ccc(N=Cc2ccc(OCc3ccccc3)cc2)cc1 | 0%
COc1ccc(C(=O)Oc2ccc(C=C3C(=O)NC(=O)NC3=O)cc2OC)cc1 | 3%
CC12CN3CC(C)(CN(C1)C3c1cc(Br)ccc1O)C2O (stereo not given) | 1%
CC(C)(C)c1ccc(C(=O)n2cc(Cl)cn2)cc1 | 7%
O=C(c1ccccc1)c1coc2ccc(O)cc12 | 9%
O=c1/c(=C/c2ccccc2OCc2c(Cl)cccc2Cl)sc2nc3ccccc3n12 | 4%
CC(C)C12CN3CC(C(C)C)(CN(C1)C3c1cc(Br)ccc1O)C2=O (stereo not given) | 6%
C=CCN(CC=C)CC(O)CN1C(=O)NC(C)(C)C1=O (stereo not given) | 3%
O=C(CCNc1ccc(-c2ccccc2)cc1)c1cccc([N+](=O)[O-])c1 | 0%

Given as tab-separated lines: entries from further up.
structure	RNase H inhibition
O=C(NC1CCCCC1)c1ccc(C(=O)N(C2CCCCC2)C2CCCCC2)cc1	0%
O=S(=O)(NCCc1ccccc1)c1cc(Cl)ccc1Cl	1%
O=C(c1ccccc1)c1ccc(N2CCN(C(=O)c3cccc(F)c3)CC2)c(F)c1	4%
Cc1c(NC(=O)c2ccc(F)cc2)cccc1-c1nc2cc(Cl)ccc2o1	22%
O=c1[nH]c(=O)n(-c2ccccc2)c(O)c1C=Nc1ccc(S(=O)(=O)Nc2ccc(Cl)cc2)cc1	23%

Quoted at random: 7 compounds from above, in no set order.
SMILES | RNase H inhibition
CCn1c(/C=C/c2ccc([N+](=O)[O-])cc2)nc2ccccc2c1=O | 5%
CC1=C(C(=O)OCC(F)(F)F)C(c2ccc(Cl)c(Cl)c2)NC(=O)N1 (stereo not given) | 3%
COc1ccc(Cc2noc(-c3ccccc3C)n2)cc1 | 3%
CC12CN3CC(C)(CN(C1)C3c1cc(Br)ccc1O)C2O (stereo not given) | 1%
CC(C)(C)c1ccc(C(=O)n2cc(Cl)cn2)cc1 | 7%
CC(=O)N(C)c1ccc(N=Cc2ccc(OCc3ccccc3)cc2)cc1 | 0%
O=C(CSc1nc2ccccc2[nH]1)OCN1C(=O)c2ccccc2C1=O | 3%

A few values from the list:
CC(=O)N(C)c1ccc(N=Cc2ccc(OCc3ccccc3)cc2)cc1 in RNase H inhibition has 0%
O=c1[nH]c(=O)n(-c2ccccc2)c(O)c1/C=C1\C=Nc2ccccc21 in RNase H inhibition has 6%
O=C(NCc1ccc(F)cc1)C(=O)Nc1ccccc1F in RNase H inhibition has 4%
CC(C)(C)c1ccc(C(=O)NCc2ccco2)cc1 in RNase H inhibition has 0%

(further entries)
SMILES | RNase H inhibition
Cc1ccc(C(=O)NC(=S)Nc2cc(-c3nc4cc(C)c(C)cc4o3)ccc2C)cc1 | 8%
O=S(=O)(Nc1ccccn1)c1cccc(S(=O)(=O)c2ccc(Br)cc2)c1 | 0%
OC(C#CC(O)(c1ccccc1)c1ccccc1)c1cccnc1 (stereo not given) | 11%
O=C(COc1ccc(Cl)cc1Cl)NCCSc1ccc(Cl)cc1 | 1%
CNC(=O)C(=O)Nc1ccc(C(C)C)cc1 | 13%
O=C(Nc1ccccc1C(F)(F)F)c1cccs1 | 0%
COc1cc(C=O)ccc1OCCCOc1ccc(C)c(C)c1 | 21%
COc1cc(C(=O)NNc2ccc([N+](=O)[O-])cc2)cc(OC)c1OC | 3%
CCOc1ccc(NC(=O)C(=O)NCC2CCNCC2)cc1 | 7%
COc1ccc2c(C=Nc3c(C)n(C)n(-c4ccccc4)c3=O)c(O)n(-c3ccccc3)c(=O)c2c1 | 4%
CCCCOc1ccc(C(=O)NC(=S)Nc2cccc(-c3nc4cc(C)cc(C)c4o3)c2C)cc1 | 9%
COc1cc(C=C2C(=O)NC(=S)NC2=O)ccc1OCCOc1cc(C)ccc1C | 42%
Cc1ccc(C(C)C)c(OCC(O)CN2CCN(CCO)CC2)c1 (stereo not given) | 9%
COc1cc(-c2nnc(N)s2)cc(OC)c1OC | 0%
CCN=C1S/C(=C/c2cn(CC(=O)Nc3ccccc3)c3ccccc23)C(=O)N1CC | 3%
CC(C)CCNC(=O)C(=O)Nc1cccc(Cl)c1 | 0%
CC1=NN(S(=O)(=O)c2ccc(Br)cc2)C(C)(C)C1 | 3%
COc1ccc(C(=O)NC(=S)Nc2ccc(O)c(-c3nc4cc(C)ccc4o3)c2)cc1OC | 30%
Cc1cc(C(=O)O)c(-c2ccccc2)o1 | 3%
CC1=C(C(=O)OC2CCCC2)C(c2ccc(C(F)(F)F)cc2)C2=C(CCCC2=O)N1 (stereo not given) | 20%
COC(=O)CSc1nc(C)c(C)c(C)c1C#N | 0%
Cn1cc(/C=N/NC(=O)c2ccncc2)c2ccccc21 | 4%
Cc1ccc(C(C)C)c(OCC(=O)N/N=C/c2ccc(OC(=O)c3ccccc3Br)cc2)c1 | 23%
CCOc1ccc(C(=O)Nc2cccc(Cl)c2C)cc1Cl | 10%
COc1ccc(/C=C/C(=O)c2ccc(Cl)cc2)c(OC)c1 | 12%
Cc1cccn2c(=O)c(/C=C3\SC(=S)N(Cc4ccccc4)C3=O)c(N3CCOCC3)nc12 | 5%
CCOc1ccc(N2C(=O)CC(Cc3cc(C)cc(C)c3)C2=O)cc1 (stereo not given) | 8%
O=C(Nc1cccc(NC(=O)c2ccc([N+](=O)[O-])cc2Cl)c1)c1ccc(Cl)cc1Cl | 9%
COC(=O)C1=C(C(=O)OC)SC(=C2C(=S)C(C)(C)N(C(=O)c3ccc(Cl)cc3Cl)c3ccccc32)S1 | 12%
Cc1ccc(COc2ccc3c(C)c(C)c(=O)oc3c2C)cc1 | 26%

Part of the list above, reformatted:
Cn1cc(/C=N/NC(=O)c2ccncc2)c2ccccc21
  RNase H inhibition: 4%
Cc1ccc(C(C)C)c(OCC(=O)N/N=C/c2ccc(OC(=O)c3ccccc3Br)cc2)c1
  RNase H inhibition: 23%
CCOc1ccc(C(=O)Nc2cccc(Cl)c2C)cc1Cl
  RNase H inhibition: 10%
COc1ccc(/C=C/C(=O)c2ccc(Cl)cc2)c(OC)c1
  RNase H inhibition: 12%
